HCV inh – blocks hepatitis C virus | Huh7.5.1 HCVcc-Cre infection, luciferase reporter, 44 h | Potency, µM (titrated, usually from 41.8 µM), for the others: at the top dose activity change, negative = inhibition, actives largely listed as inhibitors | actives 3.4% (n = 340,000) | AID 651820
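Compounds are dispensed onto cells plated 4 h earlier at 1,000 per well, with HCVcc-Cre virus (about 0.5 moi) added next. Following 44 h of culture, luminescent signal is measured for 15 sec after 15 min with substrate at room temperature.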
Sm TGR inh – S. mansoni TGR enzyme inhibition; AID 485364; Q962Y6; purified TGR, DTNB reduction, TNB absorbance 405 nm; Potency, µM (doses to about 114 µM), inactives show at the highest dose activity change, negative = inhibition, usual class: inhibitors; actives 3% (n = 360,000); note: nearly all actives have a fitted effect of over 60% in size
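TGR 20 nM + NADPH 100 uM (dispensed conc.), cpd preinc 15 min RT; start with NADPH (500 uM addition) then DTNB (15 mM addition). Kinetic TNB absorbance, 405 nm filter. Four-parameter Hill fit across titration.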
Pf growth 48h – P. falciparum growth inhibition at 48 hours (one generation); AID 504832; Potency, µM (highest dose often 28.7 µM), inactives show at the highest dose activity change, negative = inhibition, usual class: inhibitors; actives 5.9% (n = 310,000); P. falciparum luciferase growth in erythrocytes, 48 h
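Luminescence readout; reporter = integrated firefly luciferase in P. falciparum. RBC culture at 2% hematocrit, 0.1% parasitemia final, 37 C/5% CO2; decreased signal taken as growth inhibition.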
Pf growth 96h – P. falciparum growth inhibition at 96 hour, primary screen for plastid delayed-death inhibitors | actives 6.9% (n = 320,000) | AID 504834 | Potency, µM (highest dose often 28.7 µM), without a hit: top-dose activity change, negative = inhibition, most hits filed as inhibitors | P. falciparum luciferase reporter growth, 96 h
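Two-generation exposure (96 h) targets delayed-death phenotype. Reporter parasites carrying integrated firefly luciferase, in red cells at 2% hematocrit and 0.05% parasitemia final, kept at 37 C, 5% CO2; luminescence loss indicates inhibition.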
TbPYK inhibitor – T. brucei pyruvate kinase inhibition; Q57TT1; TbPYK enzyme, Kinase-Glo Plus ATP luminescence, 45 min; Potency, µM (top dose mostly 76.8 µM), without a hit: at the top dose activity, negative = inhibition, usual class: inhibitors; actives 0.12% (n = 410,000); AID 624173; note: nearly all actives have a fitted effect of over 50% in size
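Luminescent Kinase-Glo Plus end-point after 45 min room-temperature reaction of T. brucei pyruvate kinase started with 130 uM ADP (final). Buffer TEA 50 mM pH 7.2 with KCl, MgCl2, BSA, Tween-20; titration-based qHTS with fitted concentration-effect curves.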
LmPK inhibitor – inhibitors of Leishmania mexicana pyruvate kinase. Q27686. AID 1721. actives 0.37% (n = 290,000). purified LmPK, Kinase-Glo ATP luminescence, 1 h. Potency, µM (doses to about 57.5 µM), for the others: top-dose activity change, negative = inhibition, most hits filed as inhibitors
Target sequence (Q27686 whole entry, looked up): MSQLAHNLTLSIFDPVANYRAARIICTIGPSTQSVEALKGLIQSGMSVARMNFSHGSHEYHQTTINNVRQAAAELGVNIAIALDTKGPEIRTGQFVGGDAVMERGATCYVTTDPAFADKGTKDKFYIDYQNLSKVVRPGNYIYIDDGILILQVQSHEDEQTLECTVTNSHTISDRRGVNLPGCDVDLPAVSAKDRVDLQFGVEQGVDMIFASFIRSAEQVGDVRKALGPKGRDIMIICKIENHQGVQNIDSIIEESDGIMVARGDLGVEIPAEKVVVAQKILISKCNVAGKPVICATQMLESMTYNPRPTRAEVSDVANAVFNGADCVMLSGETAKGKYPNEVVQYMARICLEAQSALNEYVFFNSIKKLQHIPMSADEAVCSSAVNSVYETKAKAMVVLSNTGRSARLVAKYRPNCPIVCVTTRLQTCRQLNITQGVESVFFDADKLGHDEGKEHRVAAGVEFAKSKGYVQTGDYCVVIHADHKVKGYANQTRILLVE
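In 50 mM imidazole pH 7.2 with 7 mM MgCl2, LmPK (0.1 nM) turned over PEP (0.5 mM) and ADP (0.1 mM) for 1 h at room temperature. Luciferase read-out of ATP.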
Active calls of the source: *; ? = inconclusive; / = no result given; ! = not active in a repeat; [ ] = dose if it differs, or a comment. Calls come from the whole dose curve; as a rule, active = well fitted curve in the direction sought with a large enough effect; inconclusive = small, poorly fitted or top-dose-only effect, or another doubt; inactive = no such curve, though single readings can be large; an effect the other way counts as inactive or inconclusive. % is set by controls: 0 for no effect and ±100 for the full control effect; potency is the fitted concentration of half-maximal effect.

entry | SMILES | HCV inh | Sm TGR inh | Pf growth 48h | Pf growth 96h | TbPYK inhibitor | LmPK inhibitor
1 | CC(=O)NC(=O)COC(=O)/C=C/c1c(C)nn(Cc2c(Cl)cccc2Cl)c1Cl | 8% | 0% | ? | / | -5% | 7%
2 | C=CCc1c(OC)ccc2ccc(=O)oc12 | -29% | 0% | / | 0% | -2% | 5%
3 | Clc1ccc(COn2nnc3ccccc32)c(Cl)c1 | 10% | -3% | 12% | / | 3% | -3%
4 | COC(=O)c1ccc(N2CCN(C(C)=O)CC2)c(NC(=O)c2cccnc2)c1 | ? | 1% | 15% | 16% | 5% | 6%
5 | COC(=O)c1cc2c(N)c(C(=O)c3ccccc3)sc2nc1C(OC)OC | -20% | 23% | ? | ? | -6% | 2%
6 | O=C(CN1CCCC1)Nc1c2c(nc3ccccc13)N(Cc1ccccc1)CC2 | ? | 2% | ? | / | 7% | -3%
7 | CCOc1ccccc1-n1c(SCC(=O)N2CCOCC2)nc2ccccc2c1=O | 0% | -9% | -17% | 8% | 0% | 0%
8 | Cc1nc(CSc2ccc(Cl)cc2)cs1 | -1% | -6% | / | 27% | -3% | 5%

Reformatted as labelled records: entries from further up
3: Clc1ccc(COn2nnc3ccccc32)c(Cl)c1
- HCV inh: 10%
- Sm TGR inh: -3%
- Pf growth 48h: 12%
- Pf growth 96h: /
- TbPYK inhibitor: 3%
- LmPK inhibitor: -3%
4: COC(=O)c1ccc(N2CCN(C(C)=O)CC2)c(NC(=O)c2cccnc2)c1
- HCV inh: ?
- Sm TGR inh: 1%
- Pf growth 48h: 15%
- Pf growth 96h: 16%
- TbPYK inhibitor: 5%
- LmPK inhibitor: 6%

Later entries
entry | SMILES | HCV inh | Sm TGR inh | Pf growth 48h | Pf growth 96h | TbPYK inhibitor | LmPK inhibitor
9 | Fc1ccc(/C=N/n2cnn(Cc3ccccc3Cl)c2=S)cc1 | -28% | 5% | / | 32%[activator] | ? | -1%
10 | CC(C)[C@H](NC(=O)OCc1ccccc1)C(=O)OCC(=O)NC1CCCCC1 | 25% | 0% | / | 10% | 5% | 4%
11 | COc1ccccc1-n1c(CNC(=O)c2ccco2)nnc1SCC(=O)Nc1cc(C)ccc1C | -6% | 3% | ? | 0% | ? | -2%
12 | Cc1ccc(N(Cc2ccc(C(=O)Nc3c(C)n(C)n(-c4ccccc4)c3=O)cc2)S(C)(=O)=O)cc1C | -5% | 7% | 10%[5.75 µM] | 6% | 12% | 0%
13 | Cc1cc(NC(=O)c2ccccc2)c(Cl)cc1N | -25% | 4% | -4% | 30% | 0% | -11%
14 | O=P(O)(Oc1ccccc1)OC(c1ccccc1)C(F)(F)C(F)(F)F (configuration not stated) | 19% | -3% | ? | 20% | -1% | 6%
15 | CCCOc1ccccc1C(=O)N1CCNC(=O)C1CC(=O)OC(C)C (configuration not stated) | 1% | -8% | 19% | -16% | -5% | -1%
16 | O=C(CSc1nnc2scc(-c3ccccc3)n12)Nc1nsc(-c2ccccc2)n1 | 11µM*! | -5% | -30% | -29% | 0% | 4%
17 | Cc1ccc(-n2nnnc2SCC(=O)NC2CCCc3ccccc32)cc1 (configuration not stated) | ? | 5% | -9% | ? | 4% | 0%
18 | Cc1nc(COc2ccc(C(=O)Nc3ccccc3N3CCOCC3)cc2)cs1 | 11µM* | -6% | -19% | ? | 0% | 3%
19 | Cc1ccccc1S(=O)(=O)Oc1cccc2c(O)cccc12 | -12% | -31% | 6% | -11% | -1% | -4%
20 | Cc1cccc(N2CCN(S(C)(=O)=O)CC2)c1C | 4% | 8% | 6% | 5% | -4% | 5%
21 | CCC1CCCCN1S(=O)(=O)c1ccc(C(=O)Nc2nnc(C3CC3)o2)cc1 (configuration not stated) | ? | 0% | 13µM* | ? | 4% | 7%
22 | Cc1ccc2oc(-c3cccc(NC(=S)NC(=O)/C=C/c4ccco4)c3)nc2c1 | -7% | -26% | 60%[activator] | 86%[activator] | -9% | 1%
23 | COc1cc(C(=O)Nc2cnc(NC(=O)C(C)C)cc2C)cc(OC)c1OC | 1% | 0% | -4% | ? | -11% | -3%
24 | COc1ccc(N2CCN(C(=O)CCc3ccc(S(=O)(=O)NC(C)(C)C)cc3)CC2)cc1 | ? | -14% | ? | ? | -4% | 5%
25 | Cc1ccc(-c2cc(C(=O)N/N=C/c3c(C)nn(C)c3C)c3ccccc3n2)cc1C | 35µM* | -25% | / | ? | 0% | -1%
26 | O=C(COc1cccc(Br)c1)NN=C1c2ccccc2-c2ccccc21 | ? | -6% | ? | -5% | 2% | 2%
27 | CC(C)(CNC(=O)c1cc([N+](=O)[O-])ccc1N1CCC(Cc2ccccc2)CC1)N1CCOCC1 | ? | -9% | 9.3µM* | ? | 3% | /
28 | O=C(Nc1ccccc1)Nc1ccc(NC(=O)c2ccccc2O)cc1 | -14% | -6% | 0% | -1% | -2% | 1%
29 | Cn1c(=O)c2c(nc(NCc3ccc4c(c3)OCO4)n2C)n(C)c1=O | -18% | -14% | 5% | -15% | 1% | -12%
30 | COc1ccc(C2C(C#N)=C(N)Oc3n[nH]c(C)c32)cc1CSc1ccccn1 (configuration not stated) | 1% | -12% | -21% | 50%[activator] | 1% | 2%
31 | Cc1ccn2c(=O)c(C(=O)NCCN3CCOCC3)c(O)nc2c1 | 0% | -2% | 18% | -22% | 1% | -4%
32 | CCN1CCc2c(OCC(=O)Nc3cccc(C)c3C)cccc2C1=O | / | 0% | -12% | -1% | / | 5%
33 | CCCn1c(SCC(=O)NC2CCCCC2C)n[nH]c1=O (configuration not stated) | -13% | 1% | 18% | 7% | -1% | -1%
34 | CCC(=O)Nc1cc2c3c(c1)CCN3C(=O)CC2 | 12% | -3% | 8% | 21% | 0% | -3%
35 | O=C(C1CCCN(S(=O)(=O)c2cccc3nsnc23)C1)N1CCC2(CC1)OCCO2 (configuration not stated) | 0% | -21% | 7% | ? | 3% | 0%
36 | CCOc1ccc(CCNC(=O)C2CCCN(S(=O)(=O)N3CC(C)CC(C)C3)C2)cc1OCC (configuration not stated) | 0% | 5% | ? | 0% | 2% | 1%
37 | c1ccc(CNc2nc(-c3cccs3)nc3ccccc23)cc1 | ? | -7% | ? | ? | -3% | 0%
38 | Cc1ccc(OCCOc2cccc3ccc(C)nc23)c([N+](=O)[O-])c1 | ? | 13% | ? | ? | 20% | 0%
39 | COc1ccc(NC(=O)c2ccc(C)cc2)c(OC)c1 | 9% | -1% | 130%[activator] | 173%[activator] | 0% | 2%
40 | CC1CN(C(=O)CCn2c(=O)oc3ccccc32)CC(C)O1 (configuration not stated) | 9% | -3% | 0% | ? | 0% | -2%
41 | CC(NC(=O)COc1ccccc1F)C1CC2CCC1C2 (configuration not stated) | -4% | 8% | -1% | 31%[activator] | -3% | -6%
42 | Cc1ccccc1N(C)C(=O)C1CCCN(c2ncnc3c2nc2n3CCCCC2)C1 (configuration not stated) | ? | 0% | ? | -3% | 0% | 4%
43 | C#CCNC(=O)C1=C[C@H](c2ccc(C(F)(F)F)cc2)[C@@H](CCCO)[C@H](OCC)O1 | -12% | -5% | -5% | ? | -1% | 10%
44 | N=c1c2c3c(sc2ncn1Cc1ccccc1)CCCC3 | 14% | 1% | ? | 47%[activator] | -4% | 1%
45 | O=C(c1cn(Cc2ccccc2)nc1-c1ccccc1)N1CCN(c2ccccn2)CC1 | ? | 4% | 15µM* | ? | 0% | /
46 | Cc1ccc(C(=O)Nc2nn(C)c3cccc(F)c23)cc1 | -8% | -4% | 62%[activator] | 103%[activator] | -1% | -2%
47 | COc1nc(NCCc2ccc(OC)c(OC)c2)nc(Nc2ccccc2)n1 | ? | 8% | ? | ? | -2% | 8%
48 | CC(=O)Nc1ccc(N(C(=O)c2ccco2)C(C(=O)NC2CCCC2)c2ccncc2)cc1 (configuration not stated) | 8% | 7% | 26% | ? | -2% | -1%
49 | N#Cc1ncc(-c2ccc3c(c2)OCCOCCOCCOCCOCCO3)nc1C#N | ? | 0% | ? | 12µM* | -10% | -5%
50 | Cc1ccc(S(=O)(=O)NCC2NCCc3ccccc32)cc1 (configuration not stated) | -4% | -12% | ? | ? | 3% | 2%[11.5 µM]
51 | CCCC(C(=O)NCCC(C)C)N(Cc1ccccc1Cl)C(=O)c1snc(C(N)=O)c1N (configuration not stated) | 8% | 3% | -24% | -27% | 2% | 8%
52 | NC(N)=N/N=C/c1ccc(OS(=O)(=O)c2ccccc2)cc1 | ? | 4% | 2.1µM* | -14% | 1% | 13%
53 | COc1ccc(C(=O)NCCC2=CCCCC2)cc1S(=O)(=O)N1CCOCC1 | -7% | 2% | ? | ? | 2% | /
54 | CCCCCCCN1C(Nc2ccccc2)=NC[C@@H]1Cc1ccccc1 | ? | -17% | ? | 5.2µM* | -3% | -4%
55 | Cc1nnc(SC(=O)N2c3ccccc3Sc3ccccc32)s1 | ? | -21% | 10µM* | / | -1% | 3%
56 | c1ccc2c(Nc3ccc4c(c3)OCCO4)c3c(nc2c1)CCC3 | ? | / | ? | 11% | 2% | -1%

Entries of single compounds from above. Order of screens: HCV inh	Sm TGR inh	Pf growth 48h	Pf growth 96h	TbPYK inhibitor	LmPK inhibitor
CCCCCCCN1C(Nc2ccccc2)=NC[C@@H]1Cc1ccccc1 is listed with ?	-17%	?	5.2µM*	-3%	-4%
c1ccc2c(Nc3ccc4c(c3)OCCO4)c3c(nc2c1)CCC3 is listed with ?	/	?	11%	2%	-1%
Cc1nnc(SC(=O)N2c3ccccc3Sc3ccccc32)s1 is listed with ?	-21%	10µM*	/	-1%	3%
COc1ccc(C(=O)NCCC2=CCCCC2)cc1S(=O)(=O)N1CCOCC1 is listed with -7%	2%	?	?	2%	/
N#Cc1ncc(-c2ccc3c(c2)OCCOCCOCCOCCOCCO3)nc1C#N is listed with ?	0%	?	12µM*	-10%	-5%

Further results:
entry | SMILES | HCV inh | Sm TGR inh | Pf growth 48h | Pf growth 96h | TbPYK inhibitor | LmPK inhibitor
57 | Cc1ccc(SCC(=O)Nc2ccc(N3CCOCC3)cc2)cc1C | -7% | -11% | ? | ? | -1% | /
58 | ClC1(Cl)CC1Cn1cnc2ccccc21 (configuration not stated) | -24% | 6% | ? | ? | 0% | 5%
59 | COc1cc(NS(=O)(=O)c2ccc(NC(=S)NC(=O)c3ccc(Br)cc3)cc2)ncn1 | 5% | 18µM* | 13% | 0% | -2% | 4%
60 | Cc1csc(SCCn2c(Br)nc3c2c(=O)[nH]c(=O)n3C)n1 | -14% | 6% | -1% | / | 3% | -5%
61 | COc1ccccc1N1CCN(C(=O)c2cc(N3C(=O)C4C5CCC(C5)C4C3=O)ccc2Cl)CC1 (configuration not stated) | -12% | -13% | -5% | -12% | -2% | 2%
62 | O=c1cc[nH]c2ccc([N+](=O)[O-])cc12 | 1% | -25% | 0% | -10% | 0% | 1%
63 | CC1(c2cc([N+](=O)[O-])cc([N+](=O)[O-])c2)CC(C)(C)N(C(=O)c2ccccc2)c2ccccc21 (configuration not stated) | ? | 2% | 2.3µM* | 4% | 3% | 2%

Quoted from the listing:
In Pf growth 96h, cpd 56 has 11%
In TbPYK inhibitor, cpd 53 has 2%
In HCV inh, cpd 39 has 9%
In Sm TGR inh, cpd 8 has -6%
In LmPK inhibitor, cpd 20 has 5%
In Pf growth 48h, cpd 28 has 0%
In HCV inh, cpd 33 has -13%

Compound activity deposited in PubChem by National Center for Advancing Translational Sciences (NCATS).
